Bcl-W Bim block = disrupts Bim peptide binding to human Bcl-W; 190,000 tested, 0.02% active; inhibition, % at 10 µM; bead-based flow cytometry;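 note: 0% = bound tracer without compound and 100% = peptide blocker; higher means less fluorescent Bim peptide bound to Bcl-W beads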
Target sequence (Q92843 whole entry, looked up): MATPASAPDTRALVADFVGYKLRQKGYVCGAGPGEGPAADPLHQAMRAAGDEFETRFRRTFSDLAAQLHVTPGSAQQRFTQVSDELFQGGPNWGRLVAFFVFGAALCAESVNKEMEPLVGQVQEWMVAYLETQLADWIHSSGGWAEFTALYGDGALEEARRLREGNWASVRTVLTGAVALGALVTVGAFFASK
GSH fluor = compound fluoresces at 488/530 nm on GSH beads; GSH beads flow cytometry, compound fluorescence 488/530 nm; stronger effect = higher value; fluorescence (KMESF) at 10 µM; 190,000 tested, 0.25% active; AID 1776; in the data active = fluorescence above about 89;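 note: glutathione beads carrying GST-tagged Bcl family fusion proteins plus one bare bead set; values are compound well signal with DMSO vehicle wells as background; inactives centre near 16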
Bcl-XL Bim block = disrupts Bim peptide binding to human Bcl-XL. Q07817. bead flow cytometry, fluorescence. inhibition, % at 10 µM. 190,000 tested, 0.04% active. AID 1007
Bcl-2 Bim block = disrupts Bim peptide binding to human Bcl-2; Bead-based flow cytometry, Bim peptide-Bcl-2 binding; AID 950; P10415; inhibition, % at 10 µM; 190,000 tested, 0.06% active; in the data active = inhibition above about 40%;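 note: 0% = no compound wells with probe peptide and 100% = reference peptide inhibitor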
Target sequence (P10415 whole entry, looked up): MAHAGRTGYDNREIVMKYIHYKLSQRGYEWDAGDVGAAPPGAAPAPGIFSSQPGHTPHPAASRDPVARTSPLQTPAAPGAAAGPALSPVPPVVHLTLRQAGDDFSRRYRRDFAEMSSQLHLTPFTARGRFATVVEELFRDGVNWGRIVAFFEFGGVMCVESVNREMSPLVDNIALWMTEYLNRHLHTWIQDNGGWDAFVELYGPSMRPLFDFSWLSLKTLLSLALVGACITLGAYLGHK
ABCB1 block = blocks JC-1 efflux by human ABCB1 transporter | CCRF-Adr cells, flow cytometry | inhibition, % at 6.6 µM | 190,000 tested, 0.067% active; in the data active = inhibition above about 40%;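 note: 0% = vehicle and 100% = reference inhibitor; higher value means more JC-1 retained so stronger ABCB1 efflux block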
ABCG2 block = inhibitors of human ABCG2 transporter, ABCB1 counter-screen; Q9UNQ0; IgMXP3 cells, JC-1 efflux, flow cytometry; inhibition, % at 6.6 µM; 190,000 tested, 0.1% active; AID 1325;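 active = inhibition above 80%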;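 note: 0% = DMSO and 100% = nicardipine control wells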
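Test system: IgMXP3 cells (ABCG2) mixed with DDAO far-red-labelled CCRF-Adr cells (ABCB1). Reagent: JC-1 transporter substrate. Compound dosing: single test compound dose, 6.6 µM final. Times: 10 min compound exposure, 25 °C. Detection: flow cytometry of retained JC-1 fluorescence. Read-out basis: efflux inhibition in percent versus controls. Controls: nicardipine and DMSO wells.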
RGS4-Gao reg = human RGS4-Galphao interaction regulation. Multiplexed bead flow cytometry, RGS4-Galphao binding; actives lie on both sides. binding response (% of control), % at 10 µM. 220,000 tested, 0.33% active. AID 1415; in the data active = binding response below about 49% or above about 150%; inactive = in between;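 note: fluorescent Galphao activated with aluminum fluoride binding bead-coupled RGS4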
Target sequence (P09471 whole entry, looked up): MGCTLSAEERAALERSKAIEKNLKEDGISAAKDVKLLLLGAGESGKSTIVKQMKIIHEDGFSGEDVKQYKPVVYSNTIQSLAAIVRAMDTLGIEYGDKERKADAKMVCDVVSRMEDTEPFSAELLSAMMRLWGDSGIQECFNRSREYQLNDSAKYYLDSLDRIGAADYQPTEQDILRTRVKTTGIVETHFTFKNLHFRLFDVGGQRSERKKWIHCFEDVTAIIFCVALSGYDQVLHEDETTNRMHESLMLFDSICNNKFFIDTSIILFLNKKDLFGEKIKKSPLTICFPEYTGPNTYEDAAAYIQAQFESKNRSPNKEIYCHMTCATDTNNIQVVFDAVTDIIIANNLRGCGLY
Avidin bead fluor = avidin bead compound fluorescence profile; 220,000 tested, 0.38% active; fluorescence (KMESF) at 10 µM; Avidin beads, compound fluorescence 488/530 nm, flow cytometry; stronger effect = higher value; in the data active = fluorescence above about 47; note: inactives centre near 10
Bim-Bcl-B = human Bim-Bcl-B interaction inhibition. Q9HD36. bead-based flow cytometry, Bim peptide-Bcl-B binding. inhibition, % at 10 µM. 190,000 tested, 0.073% active. AID 951;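 note: 0% = tracer peptide without compound and 100% = reference inhibitor peptide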
Target sequence (Q9HD36 whole entry, looked up): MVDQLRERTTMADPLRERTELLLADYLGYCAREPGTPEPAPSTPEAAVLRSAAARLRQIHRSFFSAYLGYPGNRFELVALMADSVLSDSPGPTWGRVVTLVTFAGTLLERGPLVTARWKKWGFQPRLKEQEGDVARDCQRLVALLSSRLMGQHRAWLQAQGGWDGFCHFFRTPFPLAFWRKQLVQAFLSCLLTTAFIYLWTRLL
Bfl-1 Bim block = disrupts Bim binding to human Bfl-1. AID 1008. Bead-based flow cytometry, Bim-Bfl-1 binding inhibition. inhibition, % at 10 µM. Q16548. 190,000 tested, 0.12% active;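 note: 0% = wells without compound plus tracer and 100% = blocker peptide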
RGS7-Gao = regulators of human RGS7-Galphao interaction | P09471 | Multiplexed bead flow cytometry, RGS7-Galphao binding; actives lie on both sides | binding response (% of control), % at 10 µM | 220,000 tested, 0.35% active; in the data active = binding response below about 49% or above about 150%;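 note: fluorescent Galphao held in activated GDP-AlF4 state binding bead-coupled RGS7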
Starred values were filed as active, the others as inactive. Cut-off read from the data, not from the text of the source, unless noted: active = inhibition above about 40%.

The first 7 compounds as a preview:
SMILES	Bcl-W Bim block	GSH fluor	Bcl-XL Bim block	Bcl-2 Bim block	ABCB1 block	ABCG2 block	RGS4-Gao reg	Avidin bead fluor	Bim-Bcl-B	Bfl-1 Bim block	RGS7-Gao
COC(=O)[C@H](Cc1ccccc1)NC(=O)NCc1ccccc1OC	0.0	13	-6.0	-12.0	0.7	3.7	101.5	11	-7.0	-16.0	100.3
Nc1ccc2nc(C(F)(F)F)[nH]c2c1	-4.0	11	-2.0	-2.0	0.0	2.0	100.1	11	-8.0	-7.0	100.6
O=C(Nc1ccccc1)/C(=C/c1ccc2c(c1)OCO2)NC(=O)c1ccco1	-1.0	5	-2.0	5.0	0.0	-0.8	98.9	13	-1.0	0.0	95.3
CN(C(=O)COc1ccccc1)c1nnc(C23CC4CC(CC(C4)C2)C3)s1	-2.0	16	-1.0	-1.0	0.1	1.5	100.9	6	-4.0	-2.0	101.2
CCN(CC)CCCNC(=O)c1c(O)c2c([nH]c1=O)CCCC2	0.0	21	-8.0	-11.0	0.1	6.7	104.1	36	-7.0	-19.0	99.9
O=C(Nc1ccccc1Cl)c1ccc(COc2ccc3c(c2)CCC3)cc1	-7.0	10	-8.0	-7.0	0.1	50.5	95.7	24	-9.0	-7.0	100.1
CCCCC1S/C(=N/N=C/c2ccco2)NC1=O (stereo not given)	-7.0	11	-13.0	-6.0	0.5	8.5	100.5	14	-11.0	-8.0	101.6

The list itself, repeating the preview:
SMILES	Bcl-W Bim block	GSH fluor	Bcl-XL Bim block	Bcl-2 Bim block	ABCB1 block	ABCG2 block	RGS4-Gao reg	Avidin bead fluor	Bim-Bcl-B	Bfl-1 Bim block	RGS7-Gao
COC(=O)[C@H](Cc1ccccc1)NC(=O)NCc1ccccc1OC	0.0	13	-6.0	-12.0	0.7	3.7	101.5	11	-7.0	-16.0	100.3
Nc1ccc2nc(C(F)(F)F)[nH]c2c1	-4.0	11	-2.0	-2.0	0.0	2.0	100.1	11	-8.0	-7.0	100.6
O=C(Nc1ccccc1)/C(=C/c1ccc2c(c1)OCO2)NC(=O)c1ccco1	-1.0	5	-2.0	5.0	0.0	-0.8	98.9	13	-1.0	0.0	95.3
CN(C(=O)COc1ccccc1)c1nnc(C23CC4CC(CC(C4)C2)C3)s1	-2.0	16	-1.0	-1.0	0.1	1.5	100.9	6	-4.0	-2.0	101.2
CCN(CC)CCCNC(=O)c1c(O)c2c([nH]c1=O)CCCC2	0.0	21	-8.0	-11.0	0.1	6.7	104.1	36	-7.0	-19.0	99.9
O=C(Nc1ccccc1Cl)c1ccc(COc2ccc3c(c2)CCC3)cc1	-7.0	10	-8.0	-7.0	0.1	50.5	95.7	24	-9.0	-7.0	100.1
CCCCC1S/C(=N/N=C/c2ccco2)NC1=O (stereo not given)	-7.0	11	-13.0	-6.0	0.5	8.5	100.5	14	-11.0	-8.0	101.6
Cc1cccc(Cc2cnc(NC(=O)CN3C(=O)/C(=C/c4ccccc4)SC3=S)s2)c1	2.0	57	-21.0	-5.0	0.5	2.9	99.6	11	-9.0	-12.0	101.0
OCC1OC(n2nc3ccccc3n2)C(O)C(O)C1O (stereo not given)	0.0	10	0.0	0.0	0.1	1.3	107.3	25	-3.0	-3.0	106.2
O=C1OCCC1Sc1nnc(-c2ccc(O)cc2)o1 (stereo not given)	-1.0	10	-1.0	1.0	0.0	0.9	89.5	18	-13.0	3.0	112.0
COc1ccccc1NC(=O)CSc1c2c(nc3ccccc13)CCC2	-6.0	15	-6.0	-5.0	3.9	11.1	103.2	13	-5.0	-6.0	102.3
CCN1CCN(C(=O)C2(NC(=O)Nc3ccccc3Cl)CCCCC2)CC1	1.0	15	0.0	-2.0	4.0	13.2	100.1	4	-4.0	2.0	101.8
CCC(C)NC(=O)c1c(N)n(/N=C/c2cccnc2)c2nc3ccccc3nc12 (stereo not given)	4.0	65	1.0	0.0	1.7	2.9	98.7	9	0.0	-2.0	101.2
CCNCc1cc(OCC)c(OCC(=O)NCCc2ccccc2)cc1Cl	0.0	20	-3.0	-4.0	0.4	1.1	105.2	35	0.0	-2.0	101.9
CCOc1ccc(/C(C)=N/N2C(=O)C(CC(=O)Nc3ccc(OC)cc3[N+](=O)[O-])SC2=Nc2cccc(C)c2C)cc1 (stereo not given)	-2.0	22	-5.0	-2.0	-3.9	-10.5	107.2	13	-2.0	0.0	107.5
Cn1c(-c2ccccc2)cc(=O)c2ccccc21	0.0	23	-1.0	-7.0	-0.1	0.3	101.2	7	-10.0	-9.0	102.6
O=c1[nH]c(CN2CCN(C/C=C/c3ccccc3)CC2)nc2ccccc12	0.0	33	-4.0	-6.0	0.5	1.6	98.8	15	-6.0	-14.0	98.3
CCOCCCNC(=O)C(Cc1ccccc1)NS(=O)(=O)c1cccc2nsnc12 (stereo not given)	2.0	10	0.0	-5.0	1.4	5.7	95.8	10	2.0	-2.0	95.4
CC(=O)NC1=NN(C(C)=O)C(C)(c2ccc3ccccc3c2)S1 (stereo not given)	-2.0	5	-3.0	0.0	0.9	-3.5	95.3	11	-3.0	2.0	94.4
COc1cccc(-c2nn(C)c3sc(C(=O)NCc4ccc(C)cc4)cc23)c1	1.0	37	-10.0	-4.0	2.8	71.1	94.2	12	-8.0	-17.0	93.2
COC(=O)Cn1ncc2c(C)n(Cc3ccccc3)c(C)c2c1=O	0.0	16	-2.0	-5.0	0.4	0.3	101.8	6	-3.0	-10.0	97.8
CC(C)c1ccc(-n2cccc2/C=C2/C(=N)N3C=CSC3=NC2=O)cc1	1.0	26	0.0	1.0	-0.7	-6.2	99.3	15	-5.0	0.0	98.1
O=C(COc1ccccc1Br)NCc1ccccn1	5.0	9	10.0	71.0*	0.5	2.3	96.1	13	75.0*	44.0*	94.5
O=C(NCCC1=CCCCC1)c1ccc(Cl)c(S(=O)(=O)Nc2ccccc2)c1	-3.0	11	-7.0	-11.0	0.9	1.9	98.9	11	-8.0	-19.0	99.1
CC1CCCCC1NC(=O)C1CCN(C(=O)c2sccc2-n2cccc2)CC1 (stereo not given)	0.0	27	4.0	2.0	1.5	1.1	105.5	5	0.0	3.0	107.3
CC(NC(=O)CNC(=O)OCc1ccccc1)C(=O)N1CC(O)CC1C(=O)OCc1ccccc1 (stereo not given)	0.0	56	-9.0	-5.0	0.1	0.7	97.2	5	-9.0	-10.0	98.1
Cc1ccc(CNc2nc(N)c([N+](=O)[O-])c(Nc3ccc(F)cc3)n2)cc1	-2.0	20	-2.0	-2.0	0.0	0.6	103.9	4	0.0	-2.0	108.8
Cc1c(Cl)cccc1N1C(=O)C2ON(c3ccccc3)C(c3cccnc3)C2C1=O (stereo not given)	-3.0	24	-1.0	-1.0	0.4	0.6	103.2	13	-3.0	-4.0	100.7
CCn1nc(C(=O)OCC(=O)c2cc(C)n(Cc3cccs3)c2C)c2ccccc2c1=O	0.0	25	-6.0	-10.0	0.6	1.4	97.7	10	-8.0	-10.0	97.4
Cc1ccc(-c2noc(CCC(=O)NCCN3CCOCC3)n2)cc1	-5.0	21	-12.0	-11.0	1.4	16.9	101.3	33	-10.0	-15.0	99.7
COc1ccc(S(=O)(=O)CCC(=O)Nc2cccc(OC)c2)cc1	0.0	16	-4.0	-4.0	0.6	5.0	100.6	9	-5.0	-6.0	100.5
Cc1nn2c3c(cnc2c1-c1ccccc1)C(=O)CC(c1ccco1)C3 (stereo not given)	0.0	22	-1.0	-3.0	0.0	0.5	97.3	10	-4.0	2.0	93.8
O=C(O)CC1C(=O)NCCN1Cc1cccs1 (stereo not given)	-3.0	20	-2.0	-1.0	0.7	1.6	100.6	8	-7.0	-4.0	108.0
CC1(C)Cc2cccc(OCC(=O)N3CCN(c4ccc([N+](=O)[O-])cc4)CC3)c2O1	-2.0	11	-5.0	-1.0	1.6	25.4	106.8	11	-4.0	-7.0	109.2
CCOC(=O)c1ccccc1NC1c2ccccc2C(=O)N1C1CCN(C(=O)OCC)CC1 (stereo not given)	1.0	20	-2.0	-6.0	-2.0	-3.9	96.5	10	-4.0	-8.0	97.0
COCCN(CCOC)CC(O)COC(c1ccccc1)c1ccccc1 (stereo not given)	0.0	10	0.0	-1.0	0.1	0.8	100.5	30	-2.0	-6.0	105.3
Cc1cc(C)nc(SCC(=O)Nc2ccc(S(=O)(=O)NC(C)(C)C)cc2)n1	1.0	30	-3.0	-7.0	2.2	2.8	101.9	13	-5.0	-12.0	100.6
CC(=O)Nc1ccc(S(=O)(=O)Nc2nc3ccccc3nc2N2CCCCCC2)cc1	-1.0	14	-3.0	-1.0	-0.5	-1.8	105.5	43	-1.0	-2.0	104.2
O=C1NC(=O)/C(=C\c2ccc(OCc3cccc(C(=O)O)c3)c(Cl)c2)N1	-1.0	15	1.0	0.0	0.4	1.0	97.4	7	0.0	-4.0	93.3
CCOc1ccc2nc(NC(=O)C(NS(=O)(=O)c3cccs3)C(C)C)sc2c1 (stereo not given)	-3.0	23	-1.0	1.0	3.0	7.6	102.6	12	-4.0	0.0	103.3
Cc1cc(C)n(-c2ccc(C(=O)NCCCN3CCOCC3)cc2)n1	2.0	12	0.0	-5.0	-0.2	0.6	103.8	21	2.0	0.0	103.7
O=C(c1cccs1)N1CCc2c([nH]c3ccccc23)C1c1ccc(Cl)cc1 (stereo not given)	0.0	56	-11.0	-7.0	1.1	13.7	100.8	9	-7.0	-16.0	101.2
CCC(=O)Nc1ccc(C(=O)CSc2nnc(-c3ccc(O)cc3)n2CC2CCCO2)cc1 (stereo not given)	-1.0	57	-11.0	2.0	0.0	0.7	97.5	6	3.0	2.0	96.0
O=C(CCCCCN1C(=O)c2ccccc2C1=O)NC1CCCC1	-4.0	20	-1.0	-5.0	0.4	0.7	101.5	30	-1.0	-3.0	99.0
COc1ccc(C(=O)C2CCCN(C/C=C/c3ccccc3OC)C2)c(OC)c1 (stereo not given)	2.0	8	0.0	-3.0	9.7	8.6	102.8	3	-2.0	1.0	97.3
COc1ccc(Nc2cnn(-c3nc4ccccc4s3)c(=O)c2Cl)cc1	7.0	5	1.0	6.0	2.7	19.4	102.7	9	-8.0	18.0	107.0
O=C(NC1CCCCC1)c1ccc(S(=O)(=O)N2CCCCC2)cc1	-7.0	28	-10.0	-18.0	0.5	43.9	98.2	32	-13.0	-23.0	94.8
Cn1c(=O)n(C)c2cc([N+](=O)[O-])c(N3CCN(C(=O)c4ccccc4)CC3)cc21	0.0	24	-4.0	-10.0	1.3	61.9	101.0	24	-8.0	-19.0	98.0
Cc1ccc2sc(NC(=O)c3ccc(N4C(=O)CCC4=O)cc3)nc2c1C	-5.0	13	-5.0	-1.0	-0.3	7.9	109.1	6	-9.0	-2.0	105.7
